Pf growth 96h: inhibits malaria parasite growth, 96 h; P. falciparum luciferase reporter growth, 96 h; Potency, µM (highest dose often 28.7 µM), inactives show at the highest dose activity change, negative = inhibition, actives largely listed as inhibitors; actives 6.9% (n = 320,000); further: potency means the concentration at half of the fitted maximal effect; on the % scale 0 is the no-effect control and ±100 the full control effect
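P. falciparum expressing integrated firefly luciferase, in erythrocytes at 2% hematocrit, 0.05% parasitemia, incubated with compounds 96 h at 37 C, 5% CO2. Growth inhibition read as loss of luminescence; two-generation exposure targets delayed-death apicoplast inhibitors.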
TbPYK inhibitor: T. brucei pyruvate kinase inhibition; actives 0.12% (n = 410,000); Q57TT1; TbPYK enzyme, Kinase-Glo Plus ATP luminescence, 45 min; Potency, µM (series often up to 76.8 µM), for the others: at the highest dose activity, negative = inhibition, usual class: inhibitors; AID 624173; further: potency means the concentration at half of the fitted maximal effect; on the % scale 0 is the no-effect control and ±100 the full control effect; nearly all actives have a fitted effect of over 50% in size
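Luminescence from Kinase-Glo Plus, added after a 45-minute room-temperature reaction, served as the end-point read-out. The enzyme and substrate were preincubated with compound before ADP (130 uM final) initiated turnover. Concentration-effect curves came from normalized qHTS data.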
CHX counter: counter-screen hit for Shiga toxin inhibitors, cycloheximide | cell reporter, cycloheximide protein synthesis inhibition counterscreen | max response, % | actives 12% (n = 300,000); in the data active means max response mostly above about 13%, no sharp cut-off; inactive means mostly below about 14%; further: read at 38.3 µM for the half of the compounds with a filed dose; 0% is about no effect
LmPK inhibitor: inhibitors of Leishmania mexicana pyruvate kinase; Q27686; purified LmPK, Kinase-Glo ATP luminescence, 1 h; Potency, µM (series often up to 57.5 µM), for the others: at the highest dose activity change, negative = inhibition, hits mostly inhibitors; actives 0.37% (n = 290,000); further: potency means the concentration at half of the fitted maximal effect; on the % scale 0 is the no-effect control and ±100 the full control effect
Target sequence (Q27686 whole entry, looked up): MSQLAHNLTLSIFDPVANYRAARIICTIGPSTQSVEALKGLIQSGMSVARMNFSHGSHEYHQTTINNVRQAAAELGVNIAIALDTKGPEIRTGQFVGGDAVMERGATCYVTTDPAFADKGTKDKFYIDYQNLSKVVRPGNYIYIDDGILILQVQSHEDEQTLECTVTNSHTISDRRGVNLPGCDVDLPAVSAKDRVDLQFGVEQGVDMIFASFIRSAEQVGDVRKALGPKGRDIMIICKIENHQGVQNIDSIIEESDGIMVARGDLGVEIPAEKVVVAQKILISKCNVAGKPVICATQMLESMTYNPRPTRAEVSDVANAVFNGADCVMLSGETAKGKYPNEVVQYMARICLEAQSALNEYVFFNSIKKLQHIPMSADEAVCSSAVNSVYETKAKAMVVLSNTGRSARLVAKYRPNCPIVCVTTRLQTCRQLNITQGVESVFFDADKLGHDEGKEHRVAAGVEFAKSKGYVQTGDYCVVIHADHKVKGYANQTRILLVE
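Purified LmPK (0.1 nM) converted ADP (0.1 mM) to ATP with PEP (0.5 mM) in imidazole buffer pH 7.2 with KCl and MgCl2, 1 h at room temperature. ATP was read by Kinase-Glo luminescence; data normalized to uninhibited and no-enzyme controls.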
AMA1 RON2 block: disrupts binding of P. falciparum AMA1 to RON2; AlphaScreen AMA1-biotinylated RON2 peptide binding; Potency, µM (highest dose often 58.2 µM), for inactives: at the top dose activity change, negative = inhibition, hits mostly inhibitors; actives 0.2% (n = 360,000); AID 720542;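 further: potency means the concentration at half of the fitted maximal effect; 0% = vehicle wells and -100% = peptide control; nearly all actives have a fitted effect of over 45% in size; some results filed as inactive show a strong effect at the top dose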
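AMA1 (3D7) with his tag at 25 nM final met compounds first, then biotinylated RON2 peptide at 25 nM; detection used donor plus acceptor beads, 10 µg/mL apiece, read by AlphaScreen after 30 min at room temperature.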
Shiga toxin inh: inhibitors of Shiga toxin in Vero cells; AID 2315; actives 9.2% (n = 290,000); Vero cells, Shiga toxin protein synthesis inhibition reporter; inhibition, % at 38.7 µM; in the data active means inhibition mostly above about 28%, no sharp cut-off; inactive means mostly below about 43%; further: 0% is about no effect
Pf growth 48h: inhibits P. falciparum growth in the first generation, 48 h; Potency, µM (top dose mostly 28.7 µM), for the others: at the highest dose activity change, negative = inhibition, most hits filed as inhibitors; actives 5.9% (n = 310,000); AID 504832; P. falciparum luciferase growth in erythrocytes, 48 h; further: potency means the concentration at half of the fitted maximal effect; on the % scale 0 is the no-effect control and ±100 the full control effect
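Luminescence readout; reporter = integrated firefly luciferase in P. falciparum. RBC culture at 2% hematocrit, 0.1% parasitemia final, 37 C/5% CO2; decreased signal taken as growth inhibition.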
Starred values were filed as active, the others as inactive; u = inconclusive; x = not tested or not shown; [ ] = dose if it differs, or a comment. Unless noted, the call rests on the fitted dose curve; in most records, active means well fitted curve in the direction sought with a large enough effect; inconclusive means small, poorly fitted or top-dose-only effect, or another doubt; inactive means no such curve, though single readings can be large; an effect the other way counts as inactive or inconclusive. Rows were taken by chance; about 21% have a hit in one of these screens.

SMILES	Pf growth 96h	TbPYK inhibitor	CHX counter	LmPK inhibitor	AMA1 RON2 block	Shiga toxin inh	Pf growth 48h
CSCCC(NS(=O)(=O)c1ccc2c(c1)OCCO2)C(=O)N(C)Cc1ccc(F)cc1 (configuration not stated)	u	1%	x	x	-1%	x	u
CCC(=O)OC1(C(=O)CCl)[C@@H](C)C[C@H]2[C@@H]3CCC4=CC(=O)C=C[C@]4(C)[C@@]3(F)[C@@H](O)C[C@@]21C (some centres not stated)	5.2µM*	-9%	x	x	7%	x	2.3µM*
CN(CC(=O)Nc1ccc(Cl)c(C(F)(F)F)c1)C(=O)/C=C/c1ccco1	-1%	-5%	14	-1%	-13%	37*	-7%
CCOC(=O)c1[nH]c(C)c(/C(O)=C2\C(=O)C(=O)N(CCN(C)C)C2c2ccc(C)o2)c1C (configuration not stated)	-12%	1%	1	-5%	-2%	24	3%
CC(C)C[C@H](NC(=O)NCc1ccccc1Cl)C(=O)O	0.93µM*	-3%	-4	-1%	2%	24	7%
Cc1cccc(N(CC(=O)NCCSc2ccccn2)S(=O)(=O)c2ccccc2)c1	u	1%	-3	-1%	-7%	-9	u
O=C(c1cc(-c2cccc(Cl)c2)on1)N1CCN(c2ccc(F)cc2)CC1	u	5%	-3	-5%	6%	-19	9%
O=C1NC(=S)S/C1=C\c1ccc2ccccc2c1	101%[activator]	-3%	1	-8%	31%[activator]	29	x
CSCC[C@H](NC(=O)NCc1ccccc1F)C(=O)O	9%[5.75 µM]	2%	-2	-1%	-3%	-3	7%
O=C(COc1ccc(Br)cc1Cl)NC(=O)NCc1ccccc1	-10%	-5%	-2	-2%	-2%	18	16%
COc1ccccc1CNC(=O)C(Cc1c[nH]c2ccccc12)NC(=O)OCc1ccccc1 (configuration not stated)	u	15%	-3	3%	-9%	-19	-18%
COc1cc(NC(=S)NCCO)c(OC)cc1Cl	-10%	-15%	-2	2%	4%	-7	0%
CC(=O)NC(CC(=O)Nc1cc(Cl)ccc1-n1cncn1)c1ccccc1 (configuration not stated)	13%	2%	x	x	-17%	x	-20%
CC(C(=O)Nc1ccc2c(c1)OCCO2)N(C)Cc1c(F)cccc1Cl (configuration not stated)	22%	2%	26	-9%	-19%	25	2%
COc1cc(NC(=O)CSc2ccc(-c3cccnc3)nn2)cc(OC)c1	u	8%	-2	-1%	-2%	15	-21%
CC(C)[N+]1(C)[C@@H]2CC[C@@H]1CC(OC(=O)C(CO)c1ccccc1)C2 (some centres not stated)	23%	7%	x	x	0%	x	-4%
COc1cccc(OC)c1C(=O)NC(=S)Nc1ccc2oc(-c3ccncc3)nc2c1	4%	0%	6	3%	2%	5	-7%
COc1cc(OC)c(OC)cc1/C=C1/C(=O)NC(=O)N(Cc2ccccc2)C1=O	0%	-24%	-2	1%	-3%	-8	2%
CCCn1nc(NC(=O)C2CCCO2)c2cc3cc(C)ccc3nc21 (configuration not stated)	x	-14%	0	7%	1.1µM*	1	23%
CC(=O)c1c(C)[nH]c(C(=O)NC2CCSc3ccccc32)c1C (configuration not stated)	1%	0%	9	-10%	3%	-27	-6%
CC(=O)COC(=O)CCc1nc2ccccc2[nH]c1=O	20%	-1%	4	-8%	-6%	20	42%[activator]
Cc1ccc(N2C(=S)NC3c4ccccc4OC2(C)C3C(=O)N(C)C)cc1 (configuration not stated)	u	-5%	-2	1%	29%	5	-5%
N#CC1(c2ccccc2)CCN(C2CC(=O)N(c3ccc(F)cc3)C2=O)CC1 (configuration not stated)	37%[activator]	2%	-1	0%	6%	20	-17%
O=c1cnc(-c2ccc(Cl)cc2)cn1O	58%[activator]	2%	-5	0%	6%	-13	-14%
Cc1nn2c(C)nc3sc4c(c3c2nc1=O)CC(C)(C)OC4	u	-8%	-1	-2%	1%	-8	6%
COc1ccccc1CNS(=O)(=O)c1ccc(Br)s1	5%	4%	11	5%	7%	x	28%
C=CCOc1ccc(CN(C)c2ccc(S(=O)(=O)N3CCN(C)CC3)cc2[N+](=O)[O-])cc1	-28%	-4%	x	x	-12%[11.6 µM]	x	u
COc1ccc(-c2ccc(CCC(=O)O)n2Cc2ccco2)cc1	5%	4%	2	11%	-29%	-4	14%
COc1ccc(CC(=O)Nc2ccc(-c3cn4ccccc4n3)cc2)cc1OC	-12%	-3%	8	4%	-4%	-3	x
COC(=O)c1cccc(Nc2c3c(nc4ccccc24)CCC3)c1	-5%	2%	-2	0%	-4%	1	12µM*
O=C(Nc1ccc(F)cc1F)c1cc2n(n1)C(C(F)(F)F)C1CCCCC1N2 (configuration not stated)	-14%	-2%	30*	1%	8%	84*	16%
COc1ccc2c(c1)oc(=O)c1cc(OC)ccc12	96%[activator]	-9%	26*	-12%	7%	52*	131%[activator]
COC(=O)CCCCCc1ccc(C(C)=O)s1	34%[activator]	1%	12*	-2%	11%	11	12%
COc1ccc(-c2cn[nH]c2N)c(OC)c1	x	-1%	1	0%	-8%	-7	u
O=S(=O)(c1ccc(Br)cc1)N1CCN(c2ccccc2)CC1	-17%	1%	-1	-1%	-4%	17	10µM*
CCN(C(=O)CN1CC(C)OC(C)C1)c1c(N)n(Cc2ccccc2)c(=O)[nH]c1=O (configuration not stated)	30%	5%	10	-4%	0%	-4	1%
CCN(C(=O)COC(=O)Cc1c[nH]c2ccccc12)c1c(N)n(Cc2ccccc2)c(=O)[nH]c1=O	-1%	-11%	x	x	-2%	x	1%
O=c1ccc(-c2nc3ccccc3n2Cc2ccccc2Cl)c[nH]1	u	2%	-3	9%	-16%	-10	-33%
Cc1sc(C(=O)NCc2cccnc2)c2nc(C)n(CC(=O)NCc3cccnc3)c(=O)c12	u	-2%	-5	0%	5%	13	3%
COc1ccc(-c2c(C#N)c(N)nc3c2c(=O)n(C)c(=O)n3C)cc1	u	-3%	-1	0%	-4%	-2	2%
Cc1cc(C(=O)N/N=C/c2ccc(-c3ccccc3Cl)o2)n[nH]1	u	-10%	20	1%	11%	34	u
N#Cc1cccc(NCC(=O)Nc2ccc3c(c2)OCCO3)c1	x	-2%	27*	13%	-4%	63*	413%[activator]
COc1ccc2[nH]c(=O)c(CN(CCO)C(=O)c3ccccc3F)cc2c1	2%[5.75 µM]	-6%	-3	0%	-3%	-4	11%
Cc1cc(C(=O)COC(=O)c2ccc(N)cc2)c(C)n1-c1c(C)n(C)n(-c2ccccc2)c1=O	u	-1%	-1	4%	-2%	-7	-16%
Cc1ccc(S(=O)(=O)CCC(=O)OCc2nc(N)nc(Nc3ccccc3C)n2)cc1	7%	-2%	x	x	9%	x	u
Cc1ccc(OCCNC(=O)c2ccccc2N)cc1	6%	1%	13*	2%	-4%	27*	22%
COc1ccc(C(=O)CCC(=O)NCc2cc(OC)cc(OC)c2)cc1	1%	7%	-4	0%	-5%	17	u
O=C(CSc1nc2ccccc2c(=O)n1-c1ccccc1)N1CCCC1	x	4%	3	-6%	-2%	11	8%
CCCCC(NC(C)=O)c1nc2ccccc2[nH]1 (configuration not stated)	-41%	8%	1	0%	-2%	9	27%
Cc1ccc2c(CN3CCN(Cc4ccccc4)CC3)cc(=O)oc2c1C	u	-2%	-4	-1%	u	4	0%
Cc1cccc(NC(=O)CSc2ncnc3nc[nH]c23)c1	4%	-7%	-1	-1%	-1%	17	49%[activator]
Cc1cccc(CC(=O)N2CCN=C2SCc2ccc([N+](=O)[O-])cc2)c1	u	4%	-3	5%	-6%[2.32 µM]	3	u
Cc1ccc(N2C(=O)N3[C@H](c4ccc(F)cc4)[C@@H]4C(=O)N(C5CCCCC5)C(=O)[C@@H]4[C@]3(Cc3ccccc3)C2=O)cc1	12µM*	1%	-2	2%	1%	0	0%
COc1ccc(NS(=O)(=O)c2cccc(C(=O)NNC(=O)c3ccc(O)c(Cl)c3)c2)cc1	u	-6%	x	x	19%	x	u
COc1ccc(NC(=O)C(CC(C)C)NC(=O)c2ccccc2C)cn1 (configuration not stated)	139%[activator]	2%	15	-2%	u	13	-17%
Cn1c(N2CCC(C(N)=O)CC2)nc2c1c(=O)n(Cc1ccc(Cl)cc1)c(=O)n2C	x	-3%	-2	0%	6%	-10	u
CCN(CC)C(=O)c1ccc2c(=O)n(Cc3ccc4c(c3)OCO4)c(=S)[nH]c2c1	12%	-20%	-3	1%	31%[activator]	-4	u
Cc1cccc(C)c1NC(=O)CN(C)CC(=O)N(C)CC(=O)Nc1ccccc1Br	-11%	0%	x	x	16%	x	-3%
O=C(NCCCN1CCOCC1)Nc1ccc(Cc2ccc(NC(=O)NCCCN3CCOCC3)cc2)cc1	1.7µM*	1%	-5	2%	-16%	-13	2.6µM*

Shown with two lines to a compound: ten of the compounds above.
Value order – Pf growth 96h | TbPYK inhibitor | CHX counter | LmPK inhibitor | AMA1 RON2 block | Shiga toxin inh | Pf growth 48h
> O=C(CSc1nc2ccccc2c(=O)n1-c1ccccc1)N1CCCC1
  x | 4% | 3 | -6% | -2% | 11 | 8%
> CCCCC(NC(C)=O)c1nc2ccccc2[nH]1 (configuration not stated)
  -41% | 8% | 1 | 0% | -2% | 9 | 27%
> Cc1ccc2c(CN3CCN(Cc4ccccc4)CC3)cc(=O)oc2c1C
  u | -2% | -4 | -1% | u | 4 | 0%
> Cc1cccc(NC(=O)CSc2ncnc3nc[nH]c23)c1
  4% | -7% | -1 | -1% | -1% | 17 | 49%[activator]
> Cc1cccc(CC(=O)N2CCN=C2SCc2ccc([N+](=O)[O-])cc2)c1
  u | 4% | -3 | 5% | -6%[2.32 µM] | 3 | u
> Cc1ccc(N2C(=O)N3[C@H](c4ccc(F)cc4)[C@@H]4C(=O)N(C5CCCCC5)C(=O)[C@@H]4[C@]3(Cc3ccccc3)C2=O)cc1
  12µM* | 1% | -2 | 2% | 1% | 0 | 0%
> COc1ccc(NS(=O)(=O)c2cccc(C(=O)NNC(=O)c3ccc(O)c(Cl)c3)c2)cc1
  u | -6% | x | x | 19% | x | u
> COc1ccc(NC(=O)C(CC(C)C)NC(=O)c2ccccc2C)cn1 (configuration not stated)
  139%[activator] | 2% | 15 | -2% | u | 13 | -17%
> Cn1c(N2CCC(C(N)=O)CC2)nc2c1c(=O)n(Cc1ccc(Cl)cc1)c(=O)n2C
  x | -3% | -2 | 0% | 6% | -10 | u
> CCN(CC)C(=O)c1ccc2c(=O)n(Cc3ccc4c(c3)OCO4)c(=S)[nH]c2c1
  12% | -20% | -3 | 1% | 31%[activator] | -4 | u

Source: PubChem (National Center for Advancing Translational Sciences (NCATS))
